MT stabilizer: microtubule stabilizers in HeLa cells, primary screen, imaging, high-content imaging | HeLa tubulin immunostaining HCS, 24 h; share of cells brighter than vehicle mean+2SD | % tubulin-high responders, % at 10 µM | hit rate 0.83% among 200,000 | AID 2205, 2009;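 active = plate Z-score above 3 for both tubulin-high and condensed-nucleus cell shares, with cell loss under 80%, at 10 µM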;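 note: anti alpha tubulin signal scored within the nucleus-defined area of each cell; some results filed as inactive read as strong as hits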
Autophagy HCS: autophagy modulators in MEF cells, primary screen, imaging, high-content, MEF GFP-LC3; MEF GFP-LC3 puncta imaging; test concentration mostly 10 µM; calls only at 10 µM (by protocol); hit rate 0.98% among 190,000;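 active = percentage of spot-positive cells more than 3 SD above its plate mean, without a fluorescence outlier flag or 80% toxicity; inconclusive = no clear call, values can overlap the other calls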;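 note: spot-positive cell cutoff set from DMSO-treated cells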
Ins promoter up: insulin promoter activators in MIN6 cells, imaging, high-content screening, mouse beta cells. z-score at 5 µM. MIN6 insulin promoter-GFP reporter; stronger effect = higher value. hit rate 0.3% among 190,000. AID 1625, 2009;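 active = z-score above 3 at 5 µM with at least 500 cells counted in the well; inconclusive = wells under 500 cells, flagged as cytotoxic or low count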
Hep lipid drop: inhibitors of hepatocyte lipid droplet formation, primary screen, imaging, high-throughput imaging, BODIPY stain | AML12 mouse hepatocytes, oleate lipid droplets | inhibition, % at 6.5 µM | hit rate 0.4% among 240,000 | AID 1656, 2009;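 active = lipid droplet intensity inhibited by at least 50%, with more than 500 cells counted; inconclusive = wells with under 300 cells, treated as cytotoxic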
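Assay system: AML12 hepatocytes (mouse); Probe or stimulus: oleic acid at 100 µM to induce lipid droplet formation; Dosing: compound at 6.5 µM only; Schedule: compound with oleate, overnight; Detection: fluorescence imaging, 20x objective, two fields per well; Measure: % inhibition of lipid droplet signal.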
M17LAP inhibition: P. falciparum M17LAP inhibitors, primary screen, biochemical, fluorogenic H-Leu-NHMec substrate, 1536-well (AID 1619); recombinant M17LAP, H-Leu-NHMec fluorogenic kinetic assay; higher % means a stronger effect; inhibition, % at 30 µM, or IC50 in µM where a hit was titrated; hit rate 0.38% among 220,000;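 active = compound inhibiting the enzyme by more than half at any dose during confirmatory dose-response retesting; inconclusive = strong single-dose inhibitors picked by rank but not retested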;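 note: plate controls were full reaction with DMSO carrier for no effect and no enzyme background for full effect; strong numbers were not always called active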
Dynein transport: inhibitors of GR-EGFP nuclear translocation, primary screen, dynein cargo transport inhibitor project, imaging, high-content, 3617.4 mouse cells; hit rate 0.47% among 220,000; AID 1381, 2008; test concentration mostly 20 µM; stimulated with dexamethasone, 1 µM; stronger effect = lower value; z-score, hits read low;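 active = plate z-score of nuclear minus cytoplasmic receptor signal below a set negative limit, without overly bright fluorescence or cell loss, cut at about -3.5 in these data, passing the limit was not always enough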;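 note: z-score of nuclear minus cytoplasmic ring GR-EGFP intensity difference per well; some compounds called inactive have numbers as strong as hits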
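Also added – dexamethasone, 1.0 µM final · Buffer or medium – tet-free, stripped-serum medium · Schedule – induction 48 h, compound 1 h, agonist 30 min · Detection – formaldehyde fixation, Hoechst nuclear stain, 10x automated fluorescence imaging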
M1AAP inhibition: P. falciparum M1AAP inhibitors, biochemical, fluorogenic H-Leu-NHMec substrate, 1536-well (AID 1445); Aminopeptidase N (Plasmodium falciparum (isolate 3D7)); recombinant M1AAP, H-Leu-NHMec fluorogenic kinetic assay; higher % means a stronger effect; inhibition, % at 30 µM; hits with a dose series show IC50 in µM; hit rate 0.42% among 220,000;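 active = primary inhibition above the hit cutoff, then over 50% inhibition at one or more dose response concentrations, cut at about 23% in these data, passing the limit was not always enough; inconclusive = conflicting primary data, or primary hits not chosen for dose response; inactive = low primary inhibition, or under 50% at every dose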;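 note: plate controls were DMSO full reaction for no effect and no enzyme background for full effect; strong numbers were not always called active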
Yfh1-depleted yeast: enhancers of respiration in Yfh1-depleted yeast, dose response, Friedreich's ataxia, plus single-dose screen (AID 1465). S. cerevisiae Yfh1-off respiration, WST-1 reduction, 72 h; higher fold induction means a stronger effect. fold induction at 50 µM, or EC50 in µM where a hit was titrated. hit rate 0.074% among 220,000;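 active = fold induction of absorbance versus untreated yeast above a set limit, then at least 30% activation at any dose in follow-up; inconclusive = repeats straddling the limit, or above it without dose testing; inactive = fold induction below the set limit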;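 note: activators that raise dye reduction in frataxin-depleted yeast; strong numbers were not always called active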
ER stress rescue: rescue of cells from ER stress-induced death, primary screen, 384-well, CSM14.1, thapsigargin, ATP luminescence (AID 1222) | CSM14.1 thapsigargin-induced death rescue, ATP luminescence; higher % means a stronger effect | cellular ATP content (survival), % at 20 µM, or EC50 in µM where a hit was titrated | 190,000 tested, under 10 active;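 active = EC50 below 50 µM in the dose-response confirmation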;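 note: death triggered by thapsigargin at about 15 µM added after 2 h compound pretreatment; cell ATP read after overnight thapsigargin exposure of roughly 18 to 22 hours; normalized against plate controls of thapsigargin alone and 5% DMSO vehicle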
Dynein transport cytoplasmic EGFP: second read-out of Dynein transport, no call of its own (marks repeat the call); z-score; measured here: cytoplasmic GR-EGFP intensity; stronger effect = higher value
Dynein transport nuclear GR-EGFP: further read-out of Dynein transport, marked with its call; z-score; measured here: nuclear GR-EGFP intensity;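 lower value marks the stronger effect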
Dynein transport cell count: second read-out of Dynein transport, no call of its own (marks repeat the call); z-score; measured here: cell count per field
Ins promoter up cell count: further read-out of Ins promoter up, marked with its call; cell count; measured here: cytotoxicity, nuclei count;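 total cells summed across four imaged fields per well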
Hep lipid drop cells 6.5 µM: also measured in Hep lipid drop; calls as there; cell count; measured here: cell count, cytotoxicity flag;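 cells counted across two imaged fields per well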
MT stabilizer Hoechst-high %: recorded beside MT stabilizer, whose call it bears; % Hoechst-high responders; measured here: nuclear condensation Hoechst responders;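 share of cells brighter than vehicle mean plus two SD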
MT stabilizer cytotoxicity %: second read-out of MT stabilizer, no call of its own (marks repeat the call); toxicity, %; measured here: cytotoxicity by cell density;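 0% = mean cell density of plate MIN control wells and 100% = no cells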
Autophagy HCS cell loss 18 h: recorded beside Autophagy HCS, whose call it bears; toxicity, %; measured here: cell loss, nuclei count;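 cell loss after 18 h compound exposure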
The depositor's hits bear a star; i = inactive; ? = inconclusive; . = not tested or not shown; + = active, no number. Compounds were not picked by outcome; about 3.5% have a hit in one of these screens.

SMILES	MT stabilizer	MT stabilizer Hoechst-high %	MT stabilizer cytotoxicity %	Autophagy HCS	Autophagy HCS cell loss 18 h	Ins promoter up	Ins promoter up cell count	Hep lipid drop	Hep lipid drop cells 6.5 µM	M17LAP inhibition	Dynein transport	Dynein transport cytoplasmic EGFP	Dynein transport nuclear GR-EGFP	Dynein transport cell count	M1AAP inhibition	Yfh1-depleted yeast	ER stress rescue
NC1=NN=C(N2N=C(c3ccccc3)CC2(O)C(F)(F)F)n2ncnc2C1 (centres undefined)	3.9	1.8	4.7	i	18	-0.23	1484	10	736	4%	-0.28	-0.27	-0.14	0.33	-14%	i	5.3%
Cc1ccc(S(=O)(=O)N(C)c2ccc(NS(C)(=O)=O)cc2)cc1	1.7	1.8	37	i	3	-0.29	1454	6	697	-2%	-0.013	-0.14	0.36	0.26	7%	i	-0.3%
COc1cccc(C2C(C(=O)Nc3ccc(C)cc3C)=C(C)Nc3ncnn32)c1OC (centres undefined)	1.6	2.5	5.7	.	.	0.23	1569	.	.	3%	1	-0.2	0.85	-0.82	9%	i	-0.9%
C=CCn1c(SCC(=O)Nc2nc(C)cs2)nnc1C(CO)NC(=O)c1ccccc1 (centres undefined)	3.4	1.9	2.9	i	0	-0.79	1231	0	795	10%	0.29	-0.26	0.47	-0.25	3%	i	0.1%
O=C(Cc1cccs1)N1CCC(c2nc3c(nnn3Cc3ccccc3)c(=O)[nH]2)CC1	2.7	1.6	9.3	i	0	-0.27	924	.	.	-2%	-0.62	-0.46	-0.27	0.8	2%	i	-2.5%
COc1ccc(-c2n[nH]c(C(F)(F)F)c2-c2cc3ccccc3o2)c(O)c1	30*	24*	27*	i	-4	0.62	1415	.	.	0%	1.4	-0.2	0.72	-1.2	6%	i	0.3%
CCCCNC(=O)c1sc2ncnc(N3CCc4ccccc4C3)c2c1C	3.3	2.7	5.3	i	4	-0.52	1151	.	.	-11%	-0.95	-0.23	-1.1	0.38	4%	i	-1.4%
COc1ccc(C2=NO[C@@H]3C(=O)N(Cc4ccccc4)C(=O)[C@H]23)cc1OC	2.4	1.5	1.2	i	4	-0.31	714	6	786	0%	-0.51	0.068	-0.39	-0.11	1%	i	-3.0%
NCCCCCc1nnc(SCc2cccc(Cl)c2)o1	6.5	3.4	1.1	i	-8	-0.24	1427	.	.	21%	-0.38	-0.18	0.11	-0.072	1%	i	-0.7%
Cc1ccc(S(=O)(=O)N(C)c2ccc(OCC(=O)Nc3cccc(-n4cnnn4)c3C)cc2)cc1	.	.	.	.	.	0.12	1032	-6	706	4%	0.74	-0.19	0.43	0.43	-6%	i	.
CN(C)c1ccc(P(=O)(Nc2ccc([N+](=O)[O-])cc2)N2CCOCC2)c(NC(=O)c2cccs2)c1 (centres undefined)	2.7	0.9	7.9	i	4	-0.77	1300	-6	622	6%	-0.23	-0.16	-0.35	0.3	2%	i	-0.9%
COc1ccccc1NC(=O)C1CCC(CNc2c(N3CCCCC3)c(=O)c2=O)CC1 (centres undefined)	.	.	.	.	.	0.69	989	30	703	9%	-0.33	-0.15	0.27	0.72	6%	i	.
CCC1=NN(C(=O)Cc2ccc([N+](=O)[O-])cc2)C(O)(C(C)(C)C)C1 (centres undefined)	1.9	1.7	7.3	+	0.6*	-0.2	1585	-29	723	9%	0.072	-0.38	-0.47	0.41	0%	i	-0.2%
O=c1c(Cc2ccc(F)cc2)c(O)ccn1Cc1ccc(Cl)cc1Cl	1.5	1.9	7.2	i	22	1.6	1817	2	673	4%	-0.53	-0.011	-0.52	0.21	7%	i	2.3%
COc1ccccc1CCc1nnc(CCC(=O)N(C)Cc2ccncc2C)o1	1.4	1.6	2.6	i	-3	-0.27	1472	1	700	-1%	0.028	-0.19	0.014	-0.6	-2%	i	-0.4%
COc1ccc(-n2c3c(c(=O)[nH]c2=O)C(NC(C)=O)(C(F)(F)F)C(=O)N3)cc1 (centres undefined)	3.4	2.7	6.9	i	14	-0.13	1236	6	693	3%	-0.21	-0.21	-0.075	1.2	-5%	i	.
CCOC(=O)CSc1nc2c(c(=O)[nH]c(=O)n2C)n1CCCc1ccccc1	1.7	0.9	8.0	i	-2	-0.1	1227	.	.	11%	-0.22	-0.18	-0.3	0.49	3%	i	0.8%
Cc1cc(=O)[nH]c(SCC(=O)Nc2ccc(C(=O)O)cc2)n1	3.1	0.9	11	i	28	0.91	937	6	835	8%	1.1	-0.053	0.91	-0.5	-4%	i	-1.5%
CCOC(=O)c1cc(-c2ccccc2)sc1NC(=O)C(C)OC(=O)c1cccnc1OCC (centres undefined)	3.9	2.6	7.5	i	2	.	.	-34	591	-1%	-0.1	-0.23	-0.17	-0.36	0%	i	0.3%
CC1CCCCC1NCC(=O)Nc1ccccc1-c1ccccc1 (centres undefined)	2.7	3.2	6.3	i	-3	.	.	-12	743	17%	-1.4	-0.28	-0.63	0.44	-3%	i	-6.9%
Cc1nc2ccc(Nc3ccncc3)cc2s1	2.4	1.3	1.3	i	30	1.3	1653	1	642	10%	1.1	-0.22	0.79	-0.6	5%	i	-1.6%
COc1ccc(/C=N/NC(=O)C(C)Sc2ccccn2)cc1[N+](=O)[O-] (centres undefined)	2.0	1.4	5.5	i	15	-0.39	1240	11	702	2%	-0.63	0.44	-0.16	0.71	17%	i	1.9%
COc1ccc(-n2c(CNc3ccc(C)cc3)nnc2SCC(=O)Nc2nc(-c3ccccc3)cs2)cc1	2.7	1.7	7.5	i	11	-0.36	1505	.	.	6%	-0.067	-0.22	0.49	0.36	10%	i	-0.7%
N#C/C(=C\c1c(N2CCCCC2)nc2ccccn2c1=O)S(=O)(=O)c1ccccc1	.	.	.	.	.	-0.07	1339	9	702	3%	-0.095	-0.25	-0.31	-0.06	1%	i	.
COCc1cc(/C=N\NC(=O)COc2ccc(Cl)cc2)ccc1OC	2.9	3.8	2.2	i	5	0.15	1228	-2	537	1%	0.6	-0.27	0.39	0.089	1%	i	-2.8%
SMILES	MT stabilizer	MT stabilizer Hoechst-high %	MT stabilizer cytotoxicity %	Autophagy HCS	Autophagy HCS cell loss 18 h	Ins promoter up	Ins promoter up cell count	Hep lipid drop	Hep lipid drop cells 6.5 µM	M17LAP inhibition	Dynein transport	Dynein transport cytoplasmic EGFP	Dynein transport nuclear GR-EGFP	Dynein transport cell count	M1AAP inhibition	Yfh1-depleted yeast	ER stress rescue
Nn1c(COc2ccccc2)nnc1SCc1cc(=O)[nH]c2ccccc12	1.4	0.3	29	i	-5	0.16	1274	4	739	10%	-0.67	-0.19	-0.075	0.032	4%	i	-3.6%
Cc1cc(C)c(S(=O)(=O)N(C)CC(=O)N2CCCCC2)c(C)c1	1.6	2.5	8.6	i	-6	-0.36	1237	-15	812	8%	-0.52	-0.24	-0.25	1	0%	i	4.3%
CCOc1ccc(C(=O)NC2=NCCS2)cc1	2.7	2.3	7.5	i	-13	-0.54	1725	-57	388	20%	-0.28	-0.16	0.19	-0.42	12%	i	-2.7%
CC(Oc1ccccc1)c1ccnc2nc(N3CCOCC3)nn12 (centres undefined)	3.1	2.0	10.0	i	21	-0.74	1561	18	710	-1%	-0.072	-0.22	0.57	-0.13	5%	i	-0.9%
Cc1ccc(Cn2nnnc2CN2CCC(O)(c3ccc(F)cc3)CC2)cc1	7.0	2.1	6.3	i	2	-0.26	1217	.	.	0%	-0.6	-0.32	0.0078	0.64	2%	i	-2.5%
CC(=O)NC(=S)NNC(=O)C(c1ccccc1)c1ccccc1	5.6	2.8	0.6	i	11	-0.11	1157	14	704	16%	-0.55	-0.19	-0.29	0.84	-9%	i	-0.1%
C/C(=N\O)C(=O)NCCCNCCCN(C)C	1.8	1.1	5.7	i	3	0.23	1284	1	711	1%	0.18	-0.24	0.018	0.55	16%	i	-2.3%
O=C(CN(C1CC1)S(=O)(=O)c1ccc(S(=O)(=O)N2CCCCCC2)cc1)Nc1ccccc1	1.2	1.5	11	i	10	-0.9	920	.	.	8%	0.36	-0.2	0.17	-0.83	10%	i	4.1%
NC(=S)NNc1cccc2cccnc12	2.2	2.2	10	i	5	-0.25	1371	22	772	.	-0.67	-0.2	0.11	0.15	.	?	-4.7%
CCCCOc1ccc(-c2nnn(CC(=O)NCCc3c[nH]c4ccccc34)n2)cc1	1.7	1.1	7.4	i	-5	-0.11	1747	-6	661	-4%	0.31	-0.24	-0.4	0.51	10%	i	6.6%
CCOc1ccc(C(=O)Nc2ccc(N3CCCC3)cc2)cc1	3.2	1.9	3.1	i	25	-0.04	1633	5	641	-8%	-0.31	-0.22	0.4	1.3	3%	i	-1.0%
C=CCn1c(O)c(N=NC(=O)CNC(=O)/C=C/c2ccc(OC)cc2)c2ccccc21	.	.	.	.	.	-0.27	1342	14	735	9%	0.28	-0.24	0.22	-0.095	31%	i	.

Screening data: PubChem BioAssay, several laboratories
